Compound activity: PubChem BioAssay, The Scripps Research Institute Molecular Screening Center
GPR151 activ: activators of human GPR151, primary screen, cell-based, PathHunter beta-arrestin, luminescence; hit rate 1% among 650,000; G-protein coupled receptor 151 (Homo sapiens), Q8TDV0; PathHunter beta-arrestin GPR151 cells; activation, % at 11.2 µM; in the data active means activation above about 4.9%;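 further: 0% = median of compound wells and 100% = cells with positive control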
Target sequence (Q8TDV0 whole entry, looked up): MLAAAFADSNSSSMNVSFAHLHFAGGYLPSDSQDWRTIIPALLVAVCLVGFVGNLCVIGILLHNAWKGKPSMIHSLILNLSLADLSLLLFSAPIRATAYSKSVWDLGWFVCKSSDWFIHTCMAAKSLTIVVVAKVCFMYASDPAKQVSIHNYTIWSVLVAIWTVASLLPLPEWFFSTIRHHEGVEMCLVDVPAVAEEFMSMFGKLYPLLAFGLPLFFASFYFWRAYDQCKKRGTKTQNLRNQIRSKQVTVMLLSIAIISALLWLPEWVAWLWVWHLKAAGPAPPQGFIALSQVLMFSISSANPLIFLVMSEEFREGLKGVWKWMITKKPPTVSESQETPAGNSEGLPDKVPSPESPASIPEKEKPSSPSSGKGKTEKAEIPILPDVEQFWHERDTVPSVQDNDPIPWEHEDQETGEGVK
TEAD-YAP block: TEAD-YAP interaction inhibition, primary screen, TEAD-YAP interaction inhibitor project, luminescence, HEK-TIYL cells | TEAD-Gal4/YAP UAS-luciferase luminescence | inhibition, % at 9.12 µM | hit rate 1.4% among 640,000; in the data active means inhibition above about 32%;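 further: 0% = median of test compound wells and 100% = reference inhibitor wells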
MITF primary: MITF inhibitors, primary screen, biochemical, AlphaScreen, human; Microphthalmia-associated transcription factor (Homo sapiens), O75030; AlphaScreen MITF homodimerization, bead proximity signal; inhibition, % at 2.6 µM; hit rate 0.91% among 650,000; in the data active means inhibition above about 50%;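 further: 0% = vehicle wells with protein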
Target sequence (O75030 whole entry, looked up): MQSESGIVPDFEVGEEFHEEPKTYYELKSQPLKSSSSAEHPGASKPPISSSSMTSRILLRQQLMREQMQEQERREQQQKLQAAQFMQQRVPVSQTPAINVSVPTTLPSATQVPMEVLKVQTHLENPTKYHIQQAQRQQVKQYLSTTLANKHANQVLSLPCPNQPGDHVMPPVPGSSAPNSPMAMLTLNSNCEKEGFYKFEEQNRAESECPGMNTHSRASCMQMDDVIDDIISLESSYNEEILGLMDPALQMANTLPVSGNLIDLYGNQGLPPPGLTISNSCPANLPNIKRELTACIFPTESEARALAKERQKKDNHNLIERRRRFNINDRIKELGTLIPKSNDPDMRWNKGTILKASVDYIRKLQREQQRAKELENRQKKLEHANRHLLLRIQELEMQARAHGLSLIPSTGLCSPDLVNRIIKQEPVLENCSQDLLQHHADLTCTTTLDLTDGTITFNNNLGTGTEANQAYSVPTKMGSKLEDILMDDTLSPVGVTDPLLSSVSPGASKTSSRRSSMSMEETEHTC
FBW7 act: FBW7 E3 ligase activators, primary screen, biochemical, AlphaScreen, human | AID 1259310, 2017 | hit rate 0.13% among 650,000 | AlphaScreen FBW7–phospho-cyclin E peptide binding, activator screen | F-box/WD repeat-containing protein 7 (Homo sapiens), Q969H0 | normalized activity (activation), % at 26.1 µM; in the data active means normalized activity above about 1.9%;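 further: purified mutant Fbw7 with reduced substrate affinity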
The depositor's hits bear a star; / = not tested or not shown; & = joins results of further samples.

SMILES	GPR151 activ	TEAD-YAP block	MITF primary	FBW7 act
O=C(NC(C(=O)c1ccccc1)N1CCCCCC1)c1ccco1 (stereo not drawn)	-0.5	-2	4	-0.1
O=C1NC2NC(=S)NC2N1CCO (stereo not drawn)	0.7	4	-5	-0.1
COc1ccc(-c2cnnc(N/N=C/c3ccc(Br)cc3)n2)cc1	0.2	-1	-7	0.1
CC(C)C(=O)Nc1ccc(-c2nc3ccccc3o2)c(O)c1	-0.6	5	0	-0.1
CCOc1ccc(S(=O)(=O)N2CC(C)CC(C)C2)cc1C (stereo not drawn)	-0.1	11	18	0.8
c1ccc(Nc2ccn3ncc(-c4ccc(N5CCOCC5)cc4)c3n2)cc1	0.2	-9	24	1.1
Cc1ccc(OCC(=O)N/N=C/c2cccc(Cl)c2)cc1	0.6	0	0	-0.1
CNCCOc1ccccc1OC(C)C	-1.1	10	44	0.3
CN(Cc1ccon1)C(=O)CC1(c2ccccc2F)CC(=O)N(C2CCCCC2)C1=O (stereo not drawn)	-0.2	-12	-2	0.1
COc1ccc(S(=O)(=O)NC(CC(=O)O)C(C)C)cc1 (stereo not drawn)	-0.2	4	12	0.2
O=C(CSc1ccccc1C(=O)O)c1ccccc1	-4.0	-7	2	-0.2
COc1ccc(/C=N/NC(=O)c2nnn(-c3nonc3N)c2-c2ccccc2)cc1OC	-0.4	0	7	0.0
O=C(COC(=O)c1ccc[nH]c1=O)NCc1ccc(F)cc1	0.6	-4	-6	-0.1
Cc1ccc(NC(=O)C2CC(=O)N(Cc3ccco3)C2)cc1C (stereo not drawn)	1.4	-3	9	-0.1
Cc1ccc2c(c1)C(=O)C(=O)N2	0.0	7	3	-0.1
CCOc1cc(C(=O)Nc2nncs2)cc(OCC)c1OCC	-0.1	5	9	0.0
CCN(C(=O)CCc1nc(-c2ccccc2F)no1)c1ccccc1	0.1	-7	2	-0.1
COc1cc([N+](=O)[O-])ccc1N=c1ssc2c1-c1cc(C)c(C)cc1NC2(C)C	-0.3	-4	1	0.1
O=C(COC(=O)c1ccc2c(c1)C(=O)N(C1CCCCC1)C2=O)c1cccc([N+](=O)[O-])c1	1.8	-9	-9	0.0
Cc1cc(C)nc(SCc2cn3ccsc3n2)n1	2.0	-17	-4	0.0
Oc1ccc(C2(c3ccc(Br)cc3)CCCCC2)cc1	0.0	4	2	0.1
COc1ccc(CN2C(=O)CC(C(=O)Nc3ccc(F)cc3)SC2=Nc2ccc(Cl)cc2)cc1 (stereo not drawn)	0.5	1	-73	0.1
CC[C@H](C)[C@H](NC(N)=O)C(=O)Nc1ccc(S(=O)(=O)NC(C)C)cc1	0.6	8	1	0.1
O=C(c1ccccc1)c1ccc(C(=O)O)c(C(=O)O)c1	1.2	3	6	-0.2
Cn1nnnc1SCC(=O)NCc1cccs1	-0.3	12	1	0.7
O=C(NN=C1CCCC1)c1ccccc1O	-0.5	-15	9	0.5
Cc1ccc(F)c(CN2CCN3C(=O)[C@H](Cc4ccccc4)NC(=O)[C@H]3C2)c1	0.8	7	-3	-0.2
Cc1cn(-c2cc(Nc3ccc(N4CCOCC4)nc3)ncc2F)nc1Nc1ccccc1	-0.4	31	15	-0.3
CSc1ccc(C(=O)Nc2nnc(-c3ccc(Cl)cc3)o2)cc1	-0.6	-34	1	-0.2
O=C(NCc1cccs1)c1cc(-c2ccc(F)cc2)c[nH]1	1.3	-1	2	-0.4
CC(=O)c1c(C)nn(CCC(=O)N2CCC3(CC2)NC(=O)c2ccccc2N3)c1C	2.3	1	16	-0.1
COc1ccc(CNCCC2(c3ccc(OC)cc3)CCOC(C)(C)C2)cc1 (stereo not drawn)	-1.7	-7	-2	0.1
CC(O)CCc1nc2ccc(N)cc2[nH]1 (stereo not drawn)	-0.2	-11	6	0.1
CC(=O)Nc1ccc(NC(=O)c2ccc3nc(Br)sc3c2)cc1	6.2*	-2	4	-0.2
O=C(Nc1ccc(Cl)cc1C(=O)NCCO)c1cccc([N+](=O)[O-])c1	-1.7	6	14	0.2
CN(C)c1ccccc1-c1cncc(-c2cccc(C(N)=O)c2)n1	0.8	-6	10	0.1
OC(c1ccncc1)c1c(-c2ccccc2)[nH]c2ccccc12 (stereo not drawn)	-0.7	-3	5	0.2
Cc1noc(C)c1-c1nccc(NCc2cccc(C(F)(F)F)c2)n1	2.8	1	1	0.2
COCCn1nnnc1C(c1ccccn1)N1CCN(C(=O)c2ccco2)CC1 (stereo not drawn)	0.6	-12	0	-0.2
CCc1nc(SCC(=O)Nc2ccc(Br)cc2)c(C#N)c2c1CCCC2	-2.1	3	-1	-0.1
COc1ccc(NC(=O)C(=O)NCc2ccccn2)cc1	-0.4	-23	4	0.7
COc1cc(NC(=O)c2cccnc2)c(OC)cc1Cl	0.4	2	1	0.3
O=[N+]([O-])c1ccc(Nc2ccc3ccccc3c2)nc1	0.5	-35	6	0.0
Brc1cccc(-c2nnc(SC(c3ccccc3)c3ccccc3)o2)c1	1.0	13	-2	0.0
CC(C)=C1SC(N2CCN(CCC#N)CC2)=NC1=O	0.2	-8	1	0.0
O=C(COc1ccccc1)Nc1ncccn1	0.4	-2	6	0.7
O=C(CCCc1ccccc1)N/N=C/c1ccc(O)cc1O	-0.9	-18	-8	-0.1
O=C(O)CCC(=O)Nc1ccc(S(=O)(=O)Nc2nccs2)cc1	1.0&0.2	-11	-23&10	0.0&0.1
c1cc(Nc2nc(NC3CC3)c3[nH]cnc3n2)ncn1	0.1	23	3	0.1
O=C(c1cccc(F)c1)N1CC[C@H]2[C@H](CCCN2C(=O)c2n[nH]c3c2CCC3)C1	3.5	-3	-10	-0.2

The final three entries of the section before lead into the next.
SMILES	GPR151 activ	TEAD-YAP block	MITF primary	FBW7 act
O=C(O)CCC(=O)Nc1ccc(S(=O)(=O)Nc2nccs2)cc1	1.0&0.2	-11	-23&10	0.0&0.1
c1cc(Nc2nc(NC3CC3)c3[nH]cnc3n2)ncn1	0.1	23	3	0.1
O=C(c1cccc(F)c1)N1CC[C@H]2[C@H](CCCN2C(=O)c2n[nH]c3c2CCC3)C1	3.5	-3	-10	-0.2
Oc1ccccc1-c1nc2ccccc2nc1-c1ccccc1	-0.7	8	13	-0.1
COC(=O)c1ccc(OCC2c3cc(OC)c(OC)cc3CCN2C(=O)c2ccc(S(=O)(=O)N3CCOCC3)cc2)cc1 (stereo not drawn)	-0.6	6	-4	0.0
CCC(C(=O)Nc1c2c(nn1-c1ccccc1C)CSC2)c1ccccc1 (stereo not drawn)	1.3	0	-3	0.1
Cc1csc(=N)n1CC(=O)N1CCc2ccccc21	-0.8	-9	-1	0.1
Cc1ccc2c(c1)/C(=C\c1nc3ccccc3c(=O)[nH]1)C(=O)N2C	-0.7	-7	4	-0.1
NC(=O)CN(c1ccccc1)C1SC(=O)N(Cc2ccccc2)C1=O (stereo not drawn)	-1.3	2	4	0.7
Cc1ccc(NC(=O)C(C)N2C(=O)c3ccccc3C2=O)cc1 (stereo not drawn)	-0.7	2	8	0.2
COCC(C)NC(=O)C1CC(c2ccc(OC)cc2)NS(=O)(=O)N1C (stereo not drawn)	0.7	4	-2	0.3
CCNS(=O)(=O)c1cc(Cl)ccc1OC	-1.3	-6	15	0.9
CCN1CCc2c(sc(NC(=O)Cc3cccc4ccccc34)c2C(=O)OC)C1	-1.6	-2	14	0.8

Two entries from above in a different format:
Each structure is followed by: GPR151 activ	TEAD-YAP block	MITF primary	FBW7 act
> CCC(C(=O)Nc1c2c(nn1-c1ccccc1C)CSC2)c1ccccc1 (stereo not drawn)
 : 1.3	0	-3	0.1
> CCNS(=O)(=O)c1cc(Cl)ccc1OC
 : -1.3	-6	15	0.9

(list continues)
SMILES	GPR151 activ	TEAD-YAP block	MITF primary	FBW7 act
Clc1ccc(/C=C/c2cc(Cl)cc(Cl)c2)cc1	-1.1	/	-1	/
CC(=O)Oc1cc2c(C(=O)NCCCN3CCOCC3)c(C)oc2c2ccccc12	0.9	4	1	-0.2
COc1cc2nc(NCCN3CCOCC3)nc(Nc3cc(OC)c(OC)c(OC)c3)c2cc1OC	0.5	-6	2	-0.1
CC(C)OC(=O)c1nnn(-c2nonc2N)c1CN1CCC(C(N)=O)CC1	1.6	5	5	0.0
COc1ccccc1N(CC(=O)NCc1ccc(Cl)cc1)S(=O)(=O)c1ccc(C)cc1	0.9	14	9	-0.1
O=C(c1cc(Cl)ccc1Cl)n1nnc2ccccc21	-0.7	6	14	0.5
Cc1ccc(C2=NN3C(C2)c2ccccc2OC32CCCCC2)o1 (stereo not drawn)	-1.2	-49	-7	-0.2
CCOc1ccc(-c2csc(NC(=O)C(C)(C)C)n2)cc1	2.5	-39	25	0.6
Cc1ccc(C(=O)N/C(=C\c2cccnc2)C(=O)N2CCCC2)cc1	0.5	3	14	0.2
O=C(CN1C(=O)COc2ccccc21)NCCCN1CCCCCC1	-0.3	7	-1	-0.2
COc1cccc(Nc2ncnc3sc(C)cc23)c1	2.6	-48	5	-0.1
CCOC(=O)N1CCN(C2CCN(CCc3ccccc3)CC2)CC1	2.6	5	0	-0.1
CCOc1cc(CO)cc(I)c1OCc1ccc([N+](=O)[O-])cc1	-0.3	-1	11	-0.3
CC(O)(C(=O)NN=C1CCCC1)c1ccccc1 (stereo not drawn)	-0.8	0	8	0.0
COc1cc2c(cc1OC)C(c1cc3cc(C)ccc3[nH]c1=O)N(C(C)=O)CC2 (stereo not drawn)	1.3	-3	17	-0.1
COc1ccc(Cl)cc1N=Nc1ncc[nH]1	-1.6	/	-12	0.1
CCNC(=O)N1CCN(CCS(=O)(=O)c2ccccc2)CC1C(=O)NC (stereo not drawn)	-1.6	-2	0	-0.1
COc1ccc(Cn2c(=O)c3oc4ccccc4c3n(CC(=O)NCc3ccccc3)c2=O)cc1	-1.9	2	-6	0.1
Cc1cc(C(=O)O)c(C#N)c(N)n1	-1.1	-4	0	0.0
CC(C)c1ccc(C(=O)NCc2ccco2)cc1	2.1	-25	17	0.1

A stretch taken from the entries so far, as a working copy:
SMILES	GPR151 activ	TEAD-YAP block	MITF primary	FBW7 act
COc1cccc(Nc2ncnc3sc(C)cc23)c1	2.6	-48	5	-0.1
CCOC(=O)N1CCN(C2CCN(CCc3ccccc3)CC2)CC1	2.6	5	0	-0.1
CCOc1cc(CO)cc(I)c1OCc1ccc([N+](=O)[O-])cc1	-0.3	-1	11	-0.3

Remaining list, next part:
SMILES	GPR151 activ	TEAD-YAP block	MITF primary	FBW7 act
CCOC(=O)C1=C(C)N=c2s/c(=C\c3ccc(OCCOc4ccc(C)cc4)c(OC)c3)c(=O)n2C1c1ccc(OC)cc1 (stereo not drawn)	-0.4	2	-12	-0.2
OCC1CCN(c2ncnc3c2nnn3Cc2c(F)cccc2Cl)CC1	-0.2	-4	3	0.7
Cc1ccccc1CSCC1Nc2ccc(C(=O)NCc3ccc4c(c3)OCO4)cc2NC1=O (stereo not drawn)	-0.3	-1	10	0.4
Cc1nc(N2CCN(c3ccccn3)CC2)c2c(C)c(C(=O)NC3CCCCCC3)sc2n1	3.3	-11	19	0.4
Cc1ccc(NC(=O)COc2ccc(S(=O)(=O)Nc3ccccc3)cc2)cc1C	1.1	2	-14	0.0
COc1ccc(-n2nc(C(=O)NC3CC3)c3c4ccccc4n(C)c3c2=O)cc1Cl	-0.1	-10	-15	0.0
CC(NC(=O)C(c1ccccc1)c1ccccc1)C(=O)O (stereo not drawn)	2.2	-3	-9	0.3
CC(C)(C)CC(C)(C)NC(=O)c1ccccc1[N+](=O)[O-]	1.8	8	19	-0.3
CC(C)CNc1ncnc2sc3c(c12)CCCC3	1.3	2	7	0.2
Cc1cccc(C(=O)NCc2nnc(SCC(=O)NCCc3ccccc3)n2C)c1	-0.4	11	-13	0.3

Full records, quoted from the list.
`CC(NC(=O)C(c1ccccc1)c1ccccc1)C(=O)O` (stereo not drawn) reads GPR151 activ = 2.2; TEAD-YAP block = -3; MITF primary = -9; FBW7 act = 0.3
`OCC1CCN(c2ncnc3c2nnn3Cc2c(F)cccc2Cl)CC1` reads GPR151 activ = -0.2; TEAD-YAP block = -4; MITF primary = 3; FBW7 act = 0.7
`Cc1nc(N2CCN(c3ccccn3)CC2)c2c(C)c(C(=O)NC3CCCCCC3)sc2n1` reads GPR151 activ = 3.3; TEAD-YAP block = -11; MITF primary = 19; FBW7 act = 0.4

More records
SMILES	GPR151 activ	TEAD-YAP block	MITF primary	FBW7 act
Cc1c(C(C)NC(=O)Nc2ccc(F)cc2F)cnn1C (stereo not drawn)	0.2	-5	8	0.1
COc1ccc(-n2nc(C(=O)NCC(=O)N3CCN(c4cccc(Cl)c4)CC3)c3ccccc3c2=O)cc1	-0.7	10	14	-0.1
COc1ccc(C(=O)Oc2ccc(C=O)cc2)cc1OC	-2.5	2	-12	-0.1
O=C(NNC1CC(=O)N(CCc2ccccc2)C1=O)c1ccc(Cl)cc1Cl (stereo not drawn)	0.9	4	7	0.2
COc1ccc(OC)c(C(c2sc3nc(C)nn3c2O)N2CCN(CCO)CC2)c1 (stereo not drawn)	-1.6	-1	-19	0.0
COc1ccc(CCC(=O)C(C)(C)OC(C)=O)cc1	1.2	0	3	0.9
Cc1cc(-c2ccc(NC(=O)/C=C/C(=O)O)c(C)c2)ccc1NC(=O)/C=C/C(=O)O	-2.3	-7	4	-0.2
CC(Sc1nnc(N)s1)C(=O)Nc1nc2ccccc2s1 (stereo not drawn)	-0.7	-71	9	-0.1
COc1cccc(OCCOCCOc2ccccc2[N+](=O)[O-])c1	1.0	10	-3	0.1
O=C(CSc1ccc(C(=O)O)cn1)Nc1ccc(Cl)cc1	-0.3	7	15	0.5
O=C(Nc1c2c(nn1-c1ccc(F)cc1)CSC2)C1CC1	0.6	-13	23	0.5
